AmpC inh no detg – blocks E. coli AmpC beta-lactamase in detergent-free assay; Potency, µM (series often up to 57.1 µM), for the others: top-dose activity change, negative = inhibition, hits mostly inhibitors; 330,000 compounds, 0.52% hits; AID 485341; AmpC nitrocefin hydrolysis, absorbance 480 nm, 0.0001% Triton;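 also: potency is read from the fitted curve at half-maximal effect; plate controls were no compound for no effect and no enzyme for full effect; nearly all actives have a fitted effect of over 20% in size; some results filed as inactive show a strong effect at the top dose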
Target sequence (P00811 whole entry, looked up): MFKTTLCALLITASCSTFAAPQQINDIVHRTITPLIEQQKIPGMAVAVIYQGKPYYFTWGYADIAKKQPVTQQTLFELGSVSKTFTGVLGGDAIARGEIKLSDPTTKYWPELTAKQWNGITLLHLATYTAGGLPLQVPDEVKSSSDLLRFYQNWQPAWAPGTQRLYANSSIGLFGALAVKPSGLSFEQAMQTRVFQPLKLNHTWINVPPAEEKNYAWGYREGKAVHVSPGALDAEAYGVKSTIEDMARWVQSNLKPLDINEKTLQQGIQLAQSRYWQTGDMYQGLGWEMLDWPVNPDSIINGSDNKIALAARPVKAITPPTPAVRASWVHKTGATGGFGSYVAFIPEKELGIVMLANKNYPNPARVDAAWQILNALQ
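20 mM phosphate pH 7.0 + 0.01% (detergent screen) or 0.0001% Triton X-100; 5.3 nM AmpC reagent; cpd preinc 15 min RT; nitrocefin (800 uM stock) to start; A480 q20 s × 4 min; Activity was normalised to no-enzyme and no-compound control wells.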
LmPK inh – blocks Leishmania mexicana pyruvate kinase activity; purified LmPK, Kinase-Glo ATP luminescence, 1 h; Q27686; 290,000 compounds, 0.37% hits; Potency, µM (series often up to 57.5 µM), for the others: at the top dose activity change, negative = inhibition, usual class: inhibitors; also: potency is read from the fitted curve at half-maximal effect
Target sequence (Q27686 whole entry, looked up): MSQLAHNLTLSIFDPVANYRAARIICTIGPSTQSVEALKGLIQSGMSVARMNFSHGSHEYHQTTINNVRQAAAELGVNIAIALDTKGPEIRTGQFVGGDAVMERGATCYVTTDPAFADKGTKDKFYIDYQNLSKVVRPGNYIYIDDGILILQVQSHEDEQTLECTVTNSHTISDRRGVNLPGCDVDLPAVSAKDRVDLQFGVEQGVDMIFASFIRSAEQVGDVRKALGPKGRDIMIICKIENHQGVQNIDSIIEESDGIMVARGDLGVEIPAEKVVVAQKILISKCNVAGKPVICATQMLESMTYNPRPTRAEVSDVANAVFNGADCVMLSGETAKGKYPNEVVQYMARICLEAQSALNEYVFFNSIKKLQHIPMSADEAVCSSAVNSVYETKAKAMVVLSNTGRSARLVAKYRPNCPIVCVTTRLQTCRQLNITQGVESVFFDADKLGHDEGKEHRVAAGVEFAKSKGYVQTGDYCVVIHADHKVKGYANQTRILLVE
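In 50 mM imidazole pH 7.2 with 7 mM MgCl2, LmPK (0.1 nM) turned over PEP (0.5 mM) and ADP (0.1 mM) for 1 h at room temperature. Luciferase read-out of ATP.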
HCV inhibitor – inhibitors of hepatitis C virus infection. AID 651820. Huh7.5.1 HCVcc-Cre infection, luciferase reporter, 44 h. 340,000 compounds, 3.4% hits. Potency, µM (doses to about 41.8 µM), without a hit: at the top dose activity change, negative = inhibition, usual class: inhibitors; also: potency is read from the fitted curve at half-maximal effect
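Antiviral activity was scored by luciferase reporter output from cells infected with HCVcc-Cre (~0.5 moi) in presence of compound, 44 h infection period, cells seeded 1,000/well 4 h prior.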
HCMV antiviral – blocks human cytomegalovirus replication; AID 1259415; activity change, negative = inhibition, % at 57.5 µM; HFF cells, HCMV-luciferase reporter, 72 h; hits give low values; 410,000 compounds, 4.5% hits; in the data active = activity change below about -60%; inconclusive = no clear call, values can overlap the other calls; inactive = above about -39%
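Steps: HFFs plated, 16 h 37C; compounds added; HCMV-luciferase added to MOI 1 PFU/cell; 72 h 37C; OneGlo reagent, 5 min room temperature; luminescence read, normalized to controls.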
AMA1 RON2 block – AMA1-RON2 (P. falciparum) interaction inhibition. AlphaScreen AMA1-biotinylated RON2 peptide binding. Potency, µM (series often up to 58.2 µM), without a hit: at the top dose activity change, negative = inhibition, hits mostly inhibitors. 360,000 compounds, 0.2% hits. AID 720542;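 also: potency is read from the fitted curve at half-maximal effect; 0% = vehicle wells and -100% = peptide control; nearly all actives have a fitted effect of over 45% in size; some results filed as inactive show a strong effect at the top dose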
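AMA1 (3D7) with his tag at 25 nM final met compounds first, then biotinylated RON2 peptide at 25 nM; detection used donor plus acceptor beads, 10 µg/mL apiece, read by AlphaScreen after 30 min at room temperature.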
AmpC detergent – AmpC beta-lactamase inhibition with detergent present | P00811 | AmpC hydrolysis of nitrocefin, absorbance 480 nm, 0.01% Triton | Potency, µM (doses to about 114 µM), inactives show at the highest dose activity change, negative = inhibition, actives largely listed as inhibitors | 370,000 compounds, 0.041% hits;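 also: potency is read from the fitted curve at half-maximal effect; 0% = no-compound wells and -100% = no-enzyme wells; nearly all actives have a fitted effect of over 25% in size; some results filed as inactive show a strong effect at the top dose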
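AmpC (5.3 nM in the dispensed reagent) in 20 mM phosphate pH 7.0 with 0.01% (detergent screen) or 0.0001% Triton X-100 was preincubated with compounds for 15 min at room temperature. Nitrocefin was then added from an 800 uM solution, and hydrolysis was followed at 480 nm.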
TbPYK inhibitor – blocks Trypanosoma brucei pyruvate kinase; TbPYK enzyme, Kinase-Glo Plus ATP luminescence, 45 min; AID 624173; Potency, µM (top dose mostly 76.8 µM), for the others: at the top dose activity, negative = inhibition, actives largely listed as inhibitors; Q57TT1; 410,000 compounds, 0.12% hits; also: potency is read from the fitted curve at half-maximal effect; nearly all actives have a fitted effect of over 50% in size
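T. brucei PYK with substrate was exposed to pin-transferred compounds across a concentration series, then started with 130 uM ADP (final). After 45 min at room temperature, Kinase-Glo Plus luminescence was read, normalized and curve-fitted.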
An asterisk follows results filed as active; ? = inconclusive; . = not tested or not shown; & = joins results of further samples; [ ] = remark or other dose. Unless noted, calls follow the shape of the dose curve; as a rule, active = well fitted curve in the direction sought with a large enough effect; inconclusive = small, poorly fitted or top-dose-only effect, or another doubt; inactive = no such curve, though single readings can be large; an effect the other way counts as inactive or inconclusive. Unless noted, % is scaled to controls: 0 for no effect and ±100 for the full control effect.

SMILES | HCMV antiviral | AmpC inh no detg | AMA1 RON2 block | TbPYK inhibitor | AmpC detergent | HCV inhibitor | LmPK inh
CCOC(=O)C1=CCN(S(=O)(=O)c2ccc(C)cc2)C1c1ccccc1F (configuration not stated) | -33 | . | 9% | -7% | . | . | .
Fc1ccc(COc2ccccc2-c2ccnc3ncnn23)cc1 | 41 | -5% | -3% | 2% | 4% | 4% | 1%
COc1cc(C2CC(=O)Nc3ccccc3S2)cc(OC)c1OC (configuration not stated) | -13 | -4% | -3% | -9% | 0% | -11% | -1%
CC(C)Cn1c(CCCNC(=O)c2ccco2)nc2ccccc21 | 0 | 2% | -4% | -5% | 8% | 7% | -4%
C=CCOc1ccccc1/C=N/n1nnnc1N | 44 | -19% | 12% | 0% | ? | ? | -7%
CC(=O)Nc1ccc(-c2ccnc3c2CC(C)(C(=O)Nc2ccc(Cl)cc2)O3)cc1 (configuration not stated) | -20 | . | 0% | 2% | . | . | .
O=C(CCCCn1c(=O)c2ccccc2n(Cc2ccc(Cl)cc2)c1=O)NCc1ccccc1Cl | -29 | . | . | -2% | 7% | . | .
C/C(CC(=O)Nc1cc(Cl)ccc1Cl)=N\NC(=O)c1ccccc1Br | -22 | -22% | 84%[activator] | 1% | ? | 18% | 17%
O=C(Nc1ccc(-c2noc(COc3ccccc3Cl)n2)cc1)c1ccco1 | -32 | -37% | -11% | -9% | -10% | ? | -20%
COc1ccc(C(=O)Nc2c3c(nn2-c2ccc([N+](=O)[O-])cc2)CS(=O)(=O)C3)cc1 | -15 | -14% | 0% | 1% | 1% | -8% | -2%
O=C(CSc1ccc2c(c1)OCCO2)Nc1cccc(S(=O)(=O)N2CCCCC2)c1 | 32 | -19% | 9% | 5% | -15% | 14% | 4%
CCC(COC(=O)c1cc(OC)c(OC)c(OC)c1)(c1ccccc1)N(C)C (configuration not stated) | 84&92 | 94%&50%[activator] | -27%&-26%&-22% | 2%&4%&0%&0% | -13%&-7% | ? | 2%

Given with two lines to a compound: entries from further up
The line under a structure holds: HCMV antiviral, AmpC inh no detg, AMA1 RON2 block, TbPYK inhibitor, AmpC detergent, HCV inhibitor, LmPK inh
CCOC(=O)C1=CCN(S(=O)(=O)c2ccc(C)cc2)C1c1ccccc1F (configuration not stated)
 : -33, ., 9%, -7%, ., ., .
Fc1ccc(COc2ccccc2-c2ccnc3ncnn23)cc1
 : 41, -5%, -3%, 2%, 4%, 4%, 1%
COc1cc(C2CC(=O)Nc3ccccc3S2)cc(OC)c1OC (configuration not stated)
 : -13, -4%, -3%, -9%, 0%, -11%, -1%
CC(C)Cn1c(CCCNC(=O)c2ccco2)nc2ccccc21
 : 0, 2%, -4%, -5%, 8%, 7%, -4%
C=CCOc1ccccc1/C=N/n1nnnc1N
 : 44, -19%, 12%, 0%, ?, ?, -7%
CC(=O)Nc1ccc(-c2ccnc3c2CC(C)(C(=O)Nc2ccc(Cl)cc2)O3)cc1 (configuration not stated)
 : -20, ., 0%, 2%, ., ., .
O=C(CCCCn1c(=O)c2ccccc2n(Cc2ccc(Cl)cc2)c1=O)NCc1ccccc1Cl
 : -29, ., ., -2%, 7%, ., .
C/C(CC(=O)Nc1cc(Cl)ccc1Cl)=N\NC(=O)c1ccccc1Br
 : -22, -22%, 84%[activator], 1%, ?, 18%, 17%
O=C(Nc1ccc(-c2noc(COc3ccccc3Cl)n2)cc1)c1ccco1
 : -32, -37%, -11%, -9%, -10%, ?, -20%
COc1ccc(C(=O)Nc2c3c(nn2-c2ccc([N+](=O)[O-])cc2)CS(=O)(=O)C3)cc1
 : -15, -14%, 0%, 1%, 1%, -8%, -2%
O=C(CSc1ccc2c(c1)OCCO2)Nc1cccc(S(=O)(=O)N2CCCCC2)c1
 : 32, -19%, 9%, 5%, -15%, 14%, 4%
CCC(COC(=O)c1cc(OC)c(OC)c(OC)c1)(c1ccccc1)N(C)C (configuration not stated)
 : 84&92, 94%&50%[activator], -27%&-26%&-22%, 2%&4%&0%&0%, -13%&-7%, ?, 2%

Other records follow.
SMILES | HCMV antiviral | AmpC inh no detg | AMA1 RON2 block | TbPYK inhibitor | AmpC detergent | HCV inhibitor | LmPK inh
CCN(CC)C(=O)C1CCC(C)(C(=O)O)C1(C)C (configuration not stated) | 1 | -17% | ? | 2% | ? | 16% | -6%
CCSc1nnc(NC(=O)c2nc(-c3ccccc3)n(-c3ccccc3)n2)s1 | 16 | -30% | 42%[activator] | -4% | -8% | -10% | 3%
CCSc1nnc([C@@H](N)Cc2ccccc2)o1 | -11 | -18% | 38%[activator] | -2% | 11% | 12% | 4%
COc1cccc(-c2cnc3c(NC(C)=O)cc(-c4ccsc4)cn23)c1 | 12 | . | -8% | -6% | . | . | .
OCCC1CN(Cc2cnn(-c3ccccc3Cl)c2)CCN1Cc1ccsc1 (configuration not stated) | ? | 7% | -11% | 3% | 1% | 3% | -1%
COc1ccc(S(=O)(=O)NCC2CCC(C(=O)NCc3ccc(F)cc3)CC2)cc1 (configuration not stated) | -18 | -16% | -4% | -1% | -9% | -15% | 0%
C[C@@H]1CN([C@H](C)CO)C(=O)CCCn2cc(nn2)CO[C@H]1CN(C)C(=O)NC1CCCCC1 | 6 | . | 7% | -10% | . | . | .
CSCCC(NS(=O)(=O)c1ccccc1)C(=O)Nc1nccs1 (configuration not stated) | -8 | -19% | 22% | -1% | ? | -16% | .
O=C(c1cccc(Br)c1)N1CCN(C(=O)N2CCOCC2)CC1 | 38 | -16% | 1% | -3% | -6% | -3% | 3%
COCCSc1nnc(NC(=O)CS(=O)(=O)c2ccccc2)s1 | 113 | -8% | 8% | -2% | ? | 11% | 3%
Cc1nc(NCCN2CCOCC2)c2nnn(Cc3ccccc3Cl)c2n1 | ? | 27% | -10% | 3% | 0% | ? | 6%
CCC(=O)N1N=C(c2ccc(NS(=O)(=O)c3ccc(C)cc3)cc2)CC1c1ccco1 (configuration not stated) | 81 | -24% | -4% | 3% | . | 11µM* | .
COc1ccc(CCNc2cc(C)nc3c(-c4ccccc4)c(C)nn23)cc1OC | -18 | 134%[activator] | 7% | 0% | -9% | 11µM* | 2%
CCn1c(-c2cc(-c3cc(OC)ccc3OC)nc3ccccc23)n[nH]c1=S | 16 | -17% | ? | ? | -5% | -26% | -23%
COc1ccc(Nc2nc3ccccc3nc2C)cc1 | -4 | 9% | 6% | 0% | ? | ? | 2%
COc1ccc(N2CCN(S(=O)(=O)c3cc4c(cc3C)N(C(C)=O)CCO4)CC2)cc1 | 1 | 153%[activator] | 2% | 1% | -14% | -6% | 0%
O=C(c1ccccc1F)N1CCCC(N2CCN(Cc3ccc4c(c3)OCO4)CC2)C1 (configuration not stated) | -10 | . | 2% | -1% | . | . | .
CS(=O)c1ccccc1-c1nc(-c2ccc([N+](=O)[O-])cc2)no1 (configuration not stated) | 46 | . | 0% | -11% | . | 35%[activator] | .
CCNC(=S)N/N=C/c1c(C)nn(-c2cccc(Cl)c2)c1Cl | ? | -13% | -12% | -1% | -14% | ? | 0%
Cc1n(CC(=O)c2ccc(F)cc2)c2ccccc2[n+]1C | -12 | -13% | 5% | 7% | -3% | 7% | 2%
O=C(N1CCN(c2ccc(F)cc2)CC1)C12CC3CC(CC(C3)C1)C2 | -28 | -4% | -5% | 2% | 3% | -7% | 0%
O=C(Nc1nc(-c2nc3ccccc3s2)cs1)C1CC1 | 66 | -15% | -9% | -3% | -10% | ? | -1%
CC[C@H](C)[C@@H](CN[C@H](C)CNC)NCCC(c1ccccc1)c1ccccc1 | -97* | 33% | 109%[activator] | -3% | -6% | ? | 4%
CCNC(=S)N/N=C(\C)c1ccco1 | ? | -12% | 82%[activator] | -7% | -5% | 7% | 1%

3 compounds from above, arranged by count of non-hydrogen atoms, lowest first:
SMILES | HCMV antiviral | AmpC inh no detg | AMA1 RON2 block | TbPYK inhibitor | AmpC detergent | HCV inhibitor | LmPK inh
C=CCOc1ccccc1/C=N/n1nnnc1N | 44 | -19% | 12% | 0% | ? | ? | -7%
CCNC(=S)N/N=C/c1c(C)nn(-c2cccc(Cl)c2)c1Cl | ? | -13% | -12% | -1% | -14% | ? | 0%
Fc1ccc(COc2ccccc2-c2ccnc3ncnn23)cc1 | 41 | -5% | -3% | 2% | 4% | 4% | 1%

Following part
SMILES | HCMV antiviral | AmpC inh no detg | AMA1 RON2 block | TbPYK inhibitor | AmpC detergent | HCV inhibitor | LmPK inh
O=[N+]([O-])c1ccccc1-n1cnc2ccccc21 | -31 | -14% | 13% | 6% | 3% | 18% | 2%
Cc1cccc(Cn2cnc3c(cnn3-c3ccc(Cl)cc3)c2=O)c1 | 9 | . | . | -2% | 14% | . | .
Cc1ccc(-c2nn(-c3ccccc3)cc2CO)o1 | 10 | -7% | 0% | -2% | -3% | -13% | -5%
O=C(NN1C(=O)C2C(C1=O)C1C=CC2C12CC2)c1ccccc1 (configuration not stated) | 30 | -10% | -12% | 2% | 4% | 3% | -1%
COc1cc(OC)c(C2C(C#N)=C(N)OC3=C2C(=O)CC(C)(C)C3)cc1OC (configuration not stated) | 3 | -5% | 10% | -1% | -12% | 9%&-7% | 1%
CC(C)(C)SC(=O)CC1NS(=O)(=O)OCC1NC(=O)OCC(Cl)(Cl)Cl (configuration not stated) | 10 | -43% | -8% | 1% | ? | -1% | 1%
Cn1c(-[n+]2c(-c3ccccc3)cc(-c3ccccc3)cc2-c2ccccc2)nc2cc([N+](=O)[O-])ccc21 | 9 | -2% | 4% | -8% | -8% | -2% | -1%
CCCn1c(SCC(=O)Nc2ccccc2Cl)nc(O)cc1=O | -5 | -39% | 0% | -2% | 0% | 33%[activator] | .
COc1ccccc1OCCNC(=O)c1ccc(C(C)(C)C)cc1 | 10 | . | -13% | -5% | . | ? | .
Cc1ccc(C(=O)c2c(NC(=O)c3ccccc3)sc(C)c2C)cc1 | -8 | -22% | ? | -11% | -4% | -12% | -3%
CCC1(c2ccccc2)NC(=O)N(CC(=O)c2ccc3c(c2)OCO3)C1=O (configuration not stated) | -5 | -26% | 3% | 2% | 0% | 4% | .
CCC(C)NC(=O)CSc1ccc(NC(C)=O)cc1 (configuration not stated) | 35 | -12% | 4% | 0% | 0% | -3% | 0%
CC1(C(=O)NS(=O)(=O)Cc2cccc(Cl)c2)CCN1C(=O)CCc1ccccc1 (configuration not stated) | ? | . | -2% | 8% | . | . | .
COC(=O)C1=C(C)N(c2ccc(OC)c(OC)c2)C(=O)/C1=C\c1ccco1 | 18 | 70%[activator] | -15% | -12% | -4% | -4% | 2%
O=c1c2c([nH]c3ccccc13)CCCCCC2 | 31 | -12% | -5% | 12% | -9% | ? | 0%

High-throughput results deposited in PubChem BioAssay by National Center for Advancing Translational Sciences (NCATS).
